# Jurkat NFkB inh: lowers PMA/ionomycin-induced NF-kB signal in Jurkat cells | PMA/ionomycin-induced NF-kB luciferase reporter, luminescence | inhibition, % at 4 µM | 330,000 compounds, 0.53% hits | AID 435003; in the data active = inhibition above about 50%
# APJ antag: APJ receptor antagonism | P35414 | CHO-K1 APJ beta-arrestin complementation, luminescence | inhibition, % at 20 µM | 330,000 compounds, 0.32% hits;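 active = inhibition above about 40% at 20 µM, limit read from the data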;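 note: cells challenged with 10 nM apelin-13 agonist together with compound; plate controls were apelin-13 plus DMSO wells for no effect and DMSO wells lacking apelin-13 for full effect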
# Target sequence (P35414 whole entry, looked up): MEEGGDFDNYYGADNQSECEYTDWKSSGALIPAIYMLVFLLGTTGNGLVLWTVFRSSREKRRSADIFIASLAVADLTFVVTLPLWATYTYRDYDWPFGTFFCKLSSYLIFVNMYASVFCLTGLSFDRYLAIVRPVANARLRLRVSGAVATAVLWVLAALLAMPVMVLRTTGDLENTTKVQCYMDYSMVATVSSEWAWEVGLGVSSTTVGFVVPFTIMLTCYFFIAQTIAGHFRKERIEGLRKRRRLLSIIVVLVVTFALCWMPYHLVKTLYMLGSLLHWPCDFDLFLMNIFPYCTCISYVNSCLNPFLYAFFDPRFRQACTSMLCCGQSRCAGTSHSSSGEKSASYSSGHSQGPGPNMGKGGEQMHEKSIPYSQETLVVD
# Mdm2-MdmX inh: disrupts the human Mdm2-MdmX interaction. O15151+Q00987. SaOS-2 split-luciferase Mdm2/MdmX complementation, luminescence. 330,000 compounds, 3% hits. inhibition, % at 8 µM;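 active = inhibition of at least 50% at 8 µM in the primary screen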
# tim23-1 inh: inhibits growth of tim23-1 mutant yeast; S. cerevisiae tim23-1 growth, BacTiter-Glo luminescence, 24 h; inhibition, % at 20 µM; 330,000 compounds, 1.3% hits;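 active = growth inhibition of the mutant yeast at or above 50%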;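 note: temperature-sensitive mutant grown at 25 °C; plate controls were DMSO-treated mutant yeast for no effect and medium wells lacking yeast for full effect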
# XBP1 UPR activ: adaptive UPR (XBP1) activation. CHO-XBP1 luciferase reporter, IRE1-XBP1 UPR activation, luminescence; percent of tunicamycin response, DMSO as zero. activation, % at 20 µM. 330,000 compounds, 0.33% hits;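 active = versus positive control, 20 µM dose yields 30% or more activation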;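 note: 100% = tunicamycin at 10 µg/mL and 0% = DMSO only wells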
#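 Material: CHO-XBP1 cells stably carrying IRE1-XBP1-driven luciferase reporter / Amount: 1000 cells per well / Compound: 20 µM, 1% DMSO / Times: 6 h treatment, 37 °C / Detection: luciferase luminescence / Measure: % activation of reporter signal versus tunicamycin and DMSO controls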
# APJ agonist: APJ receptor agonism; P35414; CHO-K1 APJ PathHunter beta-arrestin, luminescence; 0% DMSO wells, 100% apelin; activation, % at 20 µM; 330,000 compounds, 0.11% hits;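 active = activation more than six SD over the plate average, tested at 20 µM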;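 note: 0% = DMSO alone and 100% = apelin-13 at 10 nM; some results filed as inactive read as strong as hits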
#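 Incubation: overnight seeding, 90 min compound at 25 °C, 1 h detection; test system: PathHunter CHO-K1 APJ (AGTRL-1) beta-arrestin reporter cells; amount: 1000 cells/well; doses: one dose, 20 µM compound, 1% DMSO; measured by: beta-gal luminescence; measure: agonist-driven arrestin binding to APJ; benchmarks: negative DMSO alone, positive Apelin-13 at 10 nM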
# UPR CHOP act: apoptotic UPR (CHOP) activation; CHO-CHOP luciferase reporter, luminescence; percent of tunicamycin response over DMSO baseline; activation, % at 10 µM; 330,000 compounds, 0.34% hits;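 active = at 10 µM dose, activation of 40% or more, normalized to positive control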;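 note: 100% = tunicamycin at 10 µg/mL and 0% = DMSO alone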
#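 System: CHO-CHOP luciferase reporter cell line; amount: 500 cells/well; buffer or medium: F12 medium containing 10% fetal bovine serum; incubation: 6 h compound exposure at 37 °C after overnight seeding; measured by: luciferase luminescence after 10 min with Steady-Glo reagent; evaluation: % reporter activation, DMSO baseline versus tunicamycin full activation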
# 697 NFkB inh: inhibitors of the PMA/ionomycin-induced NF-kB reporter in 697 B cells; inhibition, % at 4 µM; 697 B-cell NF-kB luciferase reporter, 16 h; 330,000 compounds, 0.33% hits; in the data active = inhibition above about 35%
# * = called active by the depositor.
no.	structure	Jurkat NFkB inh	APJ antag	Mdm2-MdmX inh	tim23-1 inh	XBP1 UPR activ	APJ agonist	UPR CHOP act	697 NFkB inh
1	COc1ccc(NC(=O)Nc2cccc3cccnc23)cc1	-74	10	-59	59*	2	1	5.5	-70
2	Cc1oc(-c2cccc3ccccc23)nc1CN1CCC[C@H]1CO	6	-5	1	10	5	-3	-1.0	-2
3	C/C=C/c1ccc(OCC(O)CN2CCCCCCC2)c(OC)c1 (stereo not given)	-3	-16	-4	21	2	-3	0.0	11
4	Cc1nnc2n1N=C(c1ccc(OC(F)F)cc1)C(C)S2 (stereo not given)	5	8	18	9	-3	1	-0.7	16
5	O=[N+]([O-])c1ccc(Cl)cc1NCC1CCCO1 (stereo not given)	-12	-26	6	6	-1	-1	-0.7	-22
6	Cc1c(C(=O)O)sc(=S)n1CCOc1ccccc1	-18	11	-4	0	-2	2	-0.1	-42
7	COC(=O)CCc1n[nH]c(=O)[nH]c1=O	-7	-15	3	12	-1	-2	0.5	5
8	CCN(CCCNC(=O)CN(C)S(=O)(=O)c1ccc2c(c1)CCC(=O)N2)c1cccc(C)c1	3	5	18	-9	-2	-1	1.4	-2
9	Cc1cc(Cl)ccc1N(CC(=O)N=Nc1c(O)[nH]c2ccccc12)S(C)(=O)=O	-16	14	-31	40	-1	2	-0.4	-11
10	COc1ccc2c(c1)c(=O)cc(-c1ccccc1)n2C	-16	3	0	20	-1	6	0.4	-5
11	O=C(OCc1nc2ccccc2s1)c1ccc([N+](=O)[O-])o1	-22	-7	6	55*	-4	-2	0.9	0
12	COc1ccccc1CNC(=O)COC(=O)C1CCN(S(=O)(=O)c2ccccc2)CC1	20	8	8	5	0	-1	1.0	13
13	O=C(Nc1nccs1)c1ccc(S(=O)(=O)c2ccccc2)cc1	-9	-4	10	-6	1	-1	1.0	-6
14	Cn1ccnc1SCC(=O)Nc1cccc2ccccc12	-10	-5	-16	16	5	-2	-0.9	10
15	CC1(C)CC(=O)c2sc(NC(=O)CN3C(=O)CCC3=O)nc2C1	3	1	13	14	1	2	1.1	-1
16	CSc1ccccc1NC(=O)c1cc(C(C)C)on1	-48	-6	-53	18	-1	-3	2.8	-90
17	CCOC(=O)C1=C(COC(=O)c2ccc([N+](=O)[O-])s2)NC(=O)NC1C (stereo not given)	6	10	1	-56	10	5	18	14
18	CCOc1cc(C2NC(=O)NC(c3ccccc3)=C2C(C)=O)ccc1OCC(N)=O (stereo not given)	2	2	4	1	-3	-2	2.1	11
19	O=C(Cc1ccccc1)N[C@@H](Cc1ccccc1)c1nc2ccccc2[nH]1	-2	8	6	0	-10	-1	-1.9	-13
20	COc1ccc(-c2nnn(CC(=O)OC3CCCCC3)n2)cc1OC	4	6	36	13	0	-2	0.8	-8
21	Cc1nnc(NC(=O)c2oc3ccccc3c2C)s1	-32	13	-47	15	-5	2	13	-106
22	CC1(C)C=Cc2c(ccc3c2OC[C@@H](c2ccc(O)cc2O)C3)O1	-55	-10	-97	82*	4	-3	0.0	-61
23	Cc1ccc(S(=O)(=O)NCCSc2nnc(N)s2)cc1	-14	-6	8	4	2	1	1.0	-17
24	C=CCNC(=O)c1ccc(-c2nc(-c3ccc(Cl)cc3Cl)cs2)cc1	2	-5	26	-25	-1	0	7.1	-222
25	CN(NS(=O)(=O)c1ccccc1)c1nc2ccccc2nc1C(F)(F)F	6	26	0	4	-3	-1	-2.0	7
26	CS(=O)(=O)N(CC(=O)Nc1ccccc1-c1ccccc1)c1cccc(F)c1	-5	5	6	22	-2	-2	-0.8	-3
27	NC(=O)COC(=O)/C=C/c1ccc2ccccc2n1	-6	-30	26	10	-2	-2	1.0	-5
28	COc1ccc(Cc2nnc(NC(=O)c3ccccc3F)s2)cc1	-1	9	14	39	0	-2	1.0	-14
29	O=C(c1ccccc1OCc1ccc(Cl)cc1)N1CCN(c2ccccn2)CC1	-4	8	-8	35	-1	6	2.2	-14
30	CCOC(=O)[C@@H]1[C@H]2COc3ccccc3[C@@H]2N2C(=O)N(c3cccc(F)c3)C(=O)[C@@]12C	-16	10	8	20	1	-3	-0.1	3
31	S=C(Nc1ccc(Br)cc1)NC1CCN(Cc2ccccc2)CC1	2	-42	35	3	-4	6	0.6	-9
32	CCOC(=O)C(NC(C)=O)C(OC(C)=O)c1cccc([N+](=O)[O-])c1 (stereo not given)	7	-13	-1	20	2	4	-0.1	6
33	O=Cc1c(Cl)[nH]c(=O)n1-c1ccccc1	12	5	9	5	-2	-4	0.2	14
34	COc1ccc(CCN2CC(C(=O)NCc3c(C)n[nH]c3C)CCC2=O)cc1 (stereo not given)	7	-17	-21	15	-3	6	1.1	4
35	O=C1c2ccccc2C(=O)N1Cc1nn2c(-c3ccc(Cl)cc3)nnc2s1	-22	5	-16	-16	-2	-1	0.2	-32
36	C=CCC(=O)N1CCCC(C(=O)c2ccc(Cl)cc2)C1 (stereo not given)	4	12	25	12	0	-1	0.1	-4
37	O=C(NC1CCOc2ccccc21)C1CCCC1 (stereo not given)	-1	14	-24	2	7	0	3.0	10
38	Cc1ccc(N2CC(C(=O)N/N=C/c3cccc([N+](=O)[O-])c3)CC2=O)cc1 (stereo not given)	18	9	22	16	1	-6	0.9	16
39	O=C1C2C3C=CC(C2C(=O)N1c1ccccc1O)C1C2C(=O)N(c4ccccc4O)C(=O)C2C31 (stereo not given)	0	2	-5	-7	1	-4	-0.7	-8
40	Cc1nn(C(C)C(=O)NCCc2ccccc2)c(=O)c2cc3occc3n12 (stereo not given)	13	25	-4	-2	-6	0	0.4	14
41	O=S(=O)(c1ccc(F)cc1)N1CCn2c(nc3ccccc32)C1	-17	2	12	7	1	-5	1.1	-10
42	O=C(CN(C(=O)CNC(=O)c1ccco1)c1cccc(F)c1)NC1CCCCC1	-16	12	-15	2	-3	-3	0.1	7
43	O=C(Cc1coc2cc3c(cc12)CCC3)NC1CCCCCCC1	10	13	36	17	-2	4	3.5	-6
44	COc1ccccc1NC(=O)c1cc(=O)[nH]c2ccccc12	-12	-1	-3	12	0	-3	7.0	-26
45	Cc1cc(=O)n2c(C(=O)Nc3ccc(C)c(C)c3)c(C(=O)Nc3ccccc3)sc2n1	-9	18	3	4	0	-3	2.4	-1
46	O=c1c2ccccc2cnn1-c1ccc(Br)cc1	-127	10	-100	-3	-1	-4	4.7	-167
47	O=C(O)c1cc(NCc2c(F)cccc2Cl)ccc1N1CCOCC1	9	7	21	11	-1	-1	0.2	12
48	O=C(Oc1ccc(Cl)cc1)N1CCCCC1	-44	-1	-6	-5	2	1	5.7	-57
49	c1ccc2c(CNc3ccc(CNc4ncn[nH]4)cc3)cccc2c1	20	-4	-6	21	7	0	-0.3	9
50	COc1cccc(/C=N/NC(=O)CC(C)O)c1OC/C=C/c1ccccc1 (stereo not given)	-3	14	40	29	-5	0	1.7	8

# Remaining list, next part
no.	structure	Jurkat NFkB inh	APJ antag	Mdm2-MdmX inh	tim23-1 inh	XBP1 UPR activ	APJ agonist	UPR CHOP act	697 NFkB inh
51	O=C(CSc1nc2ccccc2c(=O)n1Cc1ccc(F)cc1)NCc1cccs1	-13	-11	26	9	-1	-4	-0.6	-33
52	Cc1ccc(C(C(=O)NC2CCCC2)N(Cc2ccco2)C(=O)CCC(=O)Nc2cc(C)on2)cc1 (stereo not given)	2	-5	-11	-1	-1	-1	2.2	6
53	Cc1nnc(SCC(=O)NC(C)(C)C)n1NCc1c(F)cccc1Cl	-3	10	-12	9	-2	5	-0.7	2
54	CCCNC(=O)c1ccc2c(c1)nc(C)n2-c1cccc(C)c1	-36	-10	19	33	-5	-4	1.4	6
55	CCC(=O)Nc1ccc(S(=O)(=O)N2CCCCC2)cc1OC	3	41*	-10	9	-1	-4	-2.1	-1
56	Cc1ccc2c(c1)COc1c3ccc(C(=O)O)cc3nn1-2	93*	-3	44	9	-9	-2	-8.6	76*
57	O=C(CC(=O)Nc1cccc(Cl)c1)N/N=C\c1ccccc1	-5	2	-20	-2	0	1	2.2	-13
58	Clc1cccc(NCc2nnc(SCc3ccc(Cl)cc3Cl)o2)c1	-7	1	4	6	5	-3	-0.6	3
59	O=C(CN1CCC(NC(=O)C2CC2)CC1)Nc1ccccc1[N+](=O)[O-]	-10	-26	15	9	1	5	1.9	4
60	Cc1cccc(NC(=O)CCC(=O)N/N=C/c2ccc(O)cc2O)c1	12	17	-14	-13	1	-2	1.8	8
61	CC(=O)c1c(CSc2ccccc2)oc2ccc(O)c(CN(C)C)c12	0	-9	10	10	0	1	-0.6	-17
62	CSc1n[nH]c2nc3c(c(=O)n12)C1(CCCC1)Cc1ccccc1-3	0	7	6	53*	0	-3	0.2	5
63	COc1ccc(-c2ccc3oc(-c4ccc(OC)cc4)c(-c4cc(OC)c(OC)c(OC)c4)c3c2)cc1	-14	0	19	2	-2	4	-0.6	-41
64	Cc1cccc(N=Nc2c(N)n[nH]c2N)c1	-1	-2	0	5	-2	2	0.9	17
65	COc1ccc(-c2cc(C(F)(F)F)n3nc(C(=O)N4CCCC4)cc3n2)cc1	-8	15	20	1	8	5	0.3	9
66	CC(C)(C)NC(=O)COC(=O)c1ccc(Cl)nc1	5	5	-1	-1	1	-2	2.1	11
67	COc1ccc(C)cc1NC(=O)C1CCC(CNc2c(N3CCOCC3)c(=O)c2=O)CC1 (stereo not given)	-12	-17	38	-10	-3	0	1.3	3
68	O=C(NC(=S)N(CCO)Cc1ccccc1)c1ccc(S(=O)(=O)N2CCCC2)cc1	-2	17	0	3	0	-6	0.4	-2
69	Cc1ccc(N(C)C(=O)C2CCCN2S(=O)(=O)c2ccc3c(c2)n(C)c(=O)c(=O)n3C)cc1 (stereo not given)	0	-5	19	-9	0	-5	0.7	-2
70	O=C1Nc2ccccc2C1Cc1ccccn1 (stereo not given)	-18	3	-7	12	-2	0	-0.4	-6
71	CCCCNC(=O)c1ccc(CS(=O)(=O)Cc2ccccc2F)o1	5	16	15	8	-2	-1	-0.6	13
72	COc1ccc(C(=O)NCC(=O)NCC(=O)OCC(=O)c2cccs2)cc1	-1	4	-13	-1	-1	1	-0.2	-21
73	COc1ccc(CNCc2ccc3c(c2)OCO3)cc1Br	4	9	15	1	-3	-1	2.2	3
74	CCN(CC)Cc1c(O)c(Cl)cc2c(C)cc(=O)oc12	10	-32	4	1	-2	-1	0.7	3
75	Cc1ccc(NC(=O)COC(=O)c2ccco2)cc1S(=O)(=O)N1CCOCC1	-9	-8	-11	19	-1	1	-2.6	5
